# Assay outcomes from PubChem BioAssay.
# L3MBTL1 inh – L3MBTL1 (human) inhibition | Q9Y468 | AlphaScreen L3MBTL1–H3K9me1 peptide binding | Potency, µM (doses to about 57.1 µM), for inactives: at the highest dose activity, negative = inhibition, most hits filed as inhibitors | hit rate 0.66% among 230,000 | AID 485360; also: nearly all actives have a fitted effect of over 60% in size
#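 L3MBTL1 50 nM + b-AHA-H3(1-15)K9me1 75 nM, 30 min RT; compound added, 30 min RT; streptavidin donor/Ni-chelate acceptor beads 10 ug/mL each final, 30 min RT dark; AlphaScreen read.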
# GAA inh – inhibitors of human lysosomal alpha-glucosidase; purified human GAA, 4-MU-alpha-glucoside fluorescence; Potency, µM (titrated, usually from 76.9 µM), for inactives: at the highest dose activity change, negative = inhibition, actives largely listed as inhibitors; P10253; hit rate 0.005% among 200,000;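 also: plate controls were uninhibited enzyme wells for no effect and no-enzyme background for full effect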
#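 Fluorescence at Ex 365/Em 440 nm from 4-methylumbelliferone reported enzyme activity after 20 min at room temperature. Reactions used 4 nM enzyme and 400 uM substrate at pH 5.0; curves fitted with the Hill equation.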
# RECQ1 helicase – blocks DNA unwinding by human RECQ1; hit rate 0.54% among 240,000; RECQ1 DNA unwinding, red fluorescence kinetic read; AID 2549; P46063; Potency, µM (doses to about 57.3 µM), without a hit: at the top dose activity, negative = inhibition, actives largely listed as inhibitors;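 also: plate controls were vehicle for no effect and no enzyme for full effect; nearly all actives have a fitted effect of over 30% in size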
# Target sequence (P46063 whole entry, looked up): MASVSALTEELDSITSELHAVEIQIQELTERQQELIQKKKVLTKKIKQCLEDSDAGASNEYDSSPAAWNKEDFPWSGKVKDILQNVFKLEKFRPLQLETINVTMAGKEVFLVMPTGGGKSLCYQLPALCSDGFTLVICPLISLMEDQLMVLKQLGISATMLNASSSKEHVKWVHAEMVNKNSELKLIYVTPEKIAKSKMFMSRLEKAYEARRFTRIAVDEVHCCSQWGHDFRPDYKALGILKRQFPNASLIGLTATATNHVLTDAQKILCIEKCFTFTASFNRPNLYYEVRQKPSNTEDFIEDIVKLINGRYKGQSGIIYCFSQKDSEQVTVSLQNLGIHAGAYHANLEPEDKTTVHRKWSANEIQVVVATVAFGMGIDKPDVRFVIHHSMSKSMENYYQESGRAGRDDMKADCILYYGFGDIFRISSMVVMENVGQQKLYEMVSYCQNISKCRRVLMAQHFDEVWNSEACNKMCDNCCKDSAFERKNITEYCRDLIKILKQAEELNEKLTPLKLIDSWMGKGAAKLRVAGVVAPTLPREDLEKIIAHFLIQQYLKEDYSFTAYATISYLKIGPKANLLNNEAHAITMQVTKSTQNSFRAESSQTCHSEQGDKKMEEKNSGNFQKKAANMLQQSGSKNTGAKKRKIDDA
#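 RECQ1T1 50 nM; forked duplex (20 bp + 30-nt ss tails) 200 nM, ATP 2 mM final; pH 8.0, 2 mM MgCl2, 2.5 ug/ml poly(dI-dC); 15 min compound preincubation; discontinuous kinetic read over 2 h at RT.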
# GAA glycogen – GAA glycogen-cleavage inhibition or activation; P10253; recombinant GAA, glycogen substrate, Amplex Red glucose oxidase fluorescence; Potency, µM (doses to about 76.4 µM), for inactives: at the top dose activity change, negative = inhibition, most hits filed as inhibitors; hit rate 0.38% among 300,000;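 also: 0% = full enzyme reaction and -100% = no-enzyme basal signal; the screen sought inhibitors and activators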
#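 Recombinant enzyme (4 nM final) with compounds titrated up to 77 uM and bovine liver glycogen (30 ug) in citrate pH 5.0, 0.01% Tween-20, 37 C 40 min. Released glucose detected by Amplex Red/glucose oxidase (Ex 573/Em 610); AC50 from Hill fits.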
# TexasRed fluor – counter-screen for TRb-SRC2 inhibitors: fluorescence interference; Potency, µM (top dose mostly 106 µM), for inactives: top-dose fluorescence change, negative = quenching; TRb/SRC2 Texas Red total fluorescence interference; AID 1479; hit rate 0.29% among 280,000; active = well fitted curve in either direction with a large enough effect; inconclusive = small, poorly fitted or top-dose-only effect
#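 Human TRb ligand-binding domain at 0.6 uM with 20 nM Texas Red SRC2 peptide in Tris buffer containing 1 uM T3 and 5% DMSO, incubated with compound 5 h at ambient temperature. Total fluorescence (555/632 nm) calculated as parallel + 2 × perpendicular.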
# RGS12 GoLoco inh – RGS12 GoLoco-Gai1 interaction inhibition; P63096; Gai1:RGS12 GoLoco peptide FP, rhodamine, 10 min; Potency, µM (series often up to 61.6 µM), inactives show top-dose activity, negative = inhibition, hits mostly inhibitors; hit rate 0.44% among 230,000; AID 880; active = well fitted inhibition curve with a large enough effect, not every such curve was filed as active; inactive = no such curve, though single readings can be large or run the other way; also: nearly all actives have a fitted effect of over 30% in size; many of its hits are not listed in these tables
# aGlu spleen mod – inhibits or activates alpha-glucosidase in human spleen homogenate; human spleen homogenate, 4-MU-alpha-glucoside fluorescence; Potency, µM (highest dose often 79.9 µM), for inactives: at the highest dose activity change, negative = inhibition, actives largely listed as inhibitors; AID 2112; hit rate 0.006% among 240,000;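 also: 0% = enzyme with vehicle and -100% = no enzyme basal signal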
#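 Compounds were titrated against alpha-glucosidase in spleen homogenate at pH 5.0, with 1 mM 4-methylumbelliferyl substrate for 40 min at 37 C. Reactions were quenched with pH 10 NaOH/glycine and fluorescence measured.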
# TRb SRC2 PPI – disrupts binding of human TR beta to SRC2. P10828. TRbeta-SRC2 peptide binding, fluorescence polarization; receptor liganded with 1 µM T3. Potency, µM (series often up to 106 µM), inactives show top-dose activity change, negative = inhibition, hits mostly inhibitors. hit rate 0.065% among 280,000. AID 1469;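 also: plate controls were bound peptide for no effect and peptide without receptor for full effect; nearly all actives have a fitted effect of over 50% in size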
# Target sequence (P10828 whole entry, looked up): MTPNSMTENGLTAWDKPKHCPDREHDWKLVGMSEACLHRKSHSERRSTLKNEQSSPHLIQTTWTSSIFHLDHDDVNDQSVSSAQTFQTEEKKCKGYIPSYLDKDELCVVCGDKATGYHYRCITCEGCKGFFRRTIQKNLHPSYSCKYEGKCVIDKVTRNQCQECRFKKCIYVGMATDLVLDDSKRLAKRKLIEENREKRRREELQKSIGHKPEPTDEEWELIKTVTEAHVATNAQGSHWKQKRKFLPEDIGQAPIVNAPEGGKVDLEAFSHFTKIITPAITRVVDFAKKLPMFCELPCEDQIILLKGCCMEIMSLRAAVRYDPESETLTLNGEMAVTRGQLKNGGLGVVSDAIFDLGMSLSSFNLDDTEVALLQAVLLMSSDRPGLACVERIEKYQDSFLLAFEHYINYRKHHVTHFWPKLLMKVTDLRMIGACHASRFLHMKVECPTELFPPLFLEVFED
#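 Human TRb ligand-binding domain (0.6 uM) is mixed with 20 nM Texas Red SRC2 peptide and 1 uM T3; after compound addition and 5 hr at ambient temperature, polarization is measured and normalized to unbound and bound controls.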
# Numbers without * were called inactive; i = inactive; u = inconclusive; x = no result given; [ ] = remark or other dose. Unless noted, calls follow the shape of the dose curve; as a rule, active = well fitted curve in the direction sought with a large enough effect; inconclusive = small, poorly fitted or top-dose-only effect, or another doubt; inactive = no such curve, though single readings can be large; an effect the other way counts as inactive or inconclusive. Unless noted, % is scaled to controls: 0 for no effect and ±100 for the full control effect; potency is read from the fitted curve at half-maximal effect.
# Results follow in this order: L3MBTL1 inh, GAA inh, RECQ1 helicase, GAA glycogen, TexasRed fluor, RGS12 GoLoco inh, aGlu spleen mod, TRb SRC2 PPI
O=C(CN1N=C(c2ccccc2)CCC1=O)NCCN1CCc2ccccc2C1
    1.8%, -2.3%, -8.8%, -2.7%, -57.7%, -0.5%, -11.6%, -1.3%
O=C(CCc1nc(-c2ccccc2F)no1)NCCN1CCOCC1
    3.2%, -0.8%, -12.3%, 4.4%, -2.1%, -0.6%, -1.8%, 3.1%
CCN1C(=O)[C@H]2[C@H]3[C@H](O)[C@H](O)C/C(=N/O[C@@H]4O[C@@H](COC(C)=O)[C@@H](OC(C)=O)[C@@H](OC(C)=O)[C@H]4OC(C)=O)[C@@H]3CC[C@@H]2C1=O
    x, x, i[11.5 µM], x, 1.2%[11.2 µM], x, 3.1%[17.4 µM], -1.8%[11.2 µM]
Oc1ccc(Nc2nc3ccccc3nc2Nc2ccc(O)cc2)cc1
    x, -1.4%, u, 19.8µM*, -11.4%, 2.51µM*, -1.9%, -4.7%
CC(=O)c1c(C)cc(C)c(CSc2nnc(-c3ccco3)o2)c1C
    x, 2.8%, -16.4%, -9.9%, 0.4%, 11.0%, -1.3%, 0.5%
Cc1ccc(C2CC(=O)C(C=NCCN3CCN(C(=S)Nc4ccc(F)cc4)CC3)=C(O)C2)cc1 (stereo not drawn)
    x, 2.6%, -18.6%, 4.6%, -3.6%, -0.7%, 3.5%, 1.2%
Cc1ccc(NC(=O)c2ccc(F)cc2)nc1
    -7.3%, u, 10.1%, 7.7%, -0.3%, 11.7%, -2.0%, -5.4%
COCCNc1cc(C)nc2c3c(C)cc(C)nc3nn12
    0.7%, u, -4.1%, -3.5%, -2.9%, -1.8%, u, -12.7%
Cc1ccc(-c2c[n+](CC(=O)c3cccs3)c3n2CCC3)cc1
    43.5%[activator], x, 0.9%, 8.2%, -2.4%, 6.3%, -6.4%, -4.9%
Cc1nc2ccccn2c1C(=O)N/N=C/c1ccc(CNC(=O)C(=O)Nc2ccccc2)o1
    -19.1%, 2.1%, 3.4%, 3.3%, -0.9%, 14.8%, -0.5%, 2.5%
COc1ccc(-c2cc(=O)c3c(O)c(OC)c(O[C@@H]4OC(COC5OC(C)C(O)C(O)[C@@H]5O)C(O)C(O)C4O)cc3o2)cc1 (stereo partly drawn)
    x, x, -5.2%, x, -0.5%, -1.5%, -6.7%, -1.3%
CCCCn1c(=N)n(CC(O)c2ccccc2)c2ccccc21 (stereo not drawn)
    x, x, -7.3%, -1.4%, -0.8%, 1.2%, -1.9%, -7.9%
N=c1n(CC(=O)c2ccc([N+](=O)[O-])cc2)c2ccccc2n1Cc1ccccc1
    0.2%, -9.9%, -0.7%, -7.4%, -2.2%, 11.5%, -1.2%, -4.9%
CCc1cc(=O)oc2cc3oc(C)c(C)c3cc12
    -1.6%, 6.5%, 11.3%, -8.0%, 0.0%, 10.8%, 3.3%, -8.0%
O=C(Nc1ccc(Cl)c(Cl)c1)N(CCCN1CCOCC1)Cc1cccnc1
    x, x, 18.1%, 0.3%, 0.6%, 0.1%, -6.5%, -6.4%
Clc1ccc(CON/C=N/c2ncnc3sccc23)c(Cl)c1
    14.7%, -1.0%, -7.4%, -6.2%, 0.5%, 6.0%, -0.5%, 2.2%
O=C(CSc1ncccn1)N1CCN(Cc2ccccc2)CC1
    7.1%, -2.6%, -5.2%, 6.9%, 1.2%, 9.3%, 3.4%, -1.6%
O=C(CN1CCN(Cc2ccccc2)CC1)NC(=O)NCc1ccco1
    -8.0%, u, -11.0%, 2.0%, -0.7%, 12.3%, 0.5%, -1.6%
CN1CCN(C=NC2=NN(c3cccc(C(F)(F)F)c3)CC2)CC1
    -5.6%, -2.3%, -4.4%, -28.9%, -3.9%, -0.7%, -9.1%, -22.8%
FC(F)(F)c1ccc(CSc2nccn2-c2ccccc2)cc1
    u, 9.8%, i, 5.6%, 1.4%, -5.2%, 2.7%, 1.0%

# The list goes on (6 carried over from the part before).
# Results follow in this order: L3MBTL1 inh, GAA inh, RECQ1 helicase, GAA glycogen, TexasRed fluor, RGS12 GoLoco inh, aGlu spleen mod, TRb SRC2 PPI
O=C(Nc1ccc(Cl)c(Cl)c1)N(CCCN1CCOCC1)Cc1cccnc1
    x, x, 18.1%, 0.3%, 0.6%, 0.1%, -6.5%, -6.4%
Clc1ccc(CON/C=N/c2ncnc3sccc23)c(Cl)c1
    14.7%, -1.0%, -7.4%, -6.2%, 0.5%, 6.0%, -0.5%, 2.2%
O=C(CSc1ncccn1)N1CCN(Cc2ccccc2)CC1
    7.1%, -2.6%, -5.2%, 6.9%, 1.2%, 9.3%, 3.4%, -1.6%
O=C(CN1CCN(Cc2ccccc2)CC1)NC(=O)NCc1ccco1
    -8.0%, u, -11.0%, 2.0%, -0.7%, 12.3%, 0.5%, -1.6%
CN1CCN(C=NC2=NN(c3cccc(C(F)(F)F)c3)CC2)CC1
    -5.6%, -2.3%, -4.4%, -28.9%, -3.9%, -0.7%, -9.1%, -22.8%
FC(F)(F)c1ccc(CSc2nccn2-c2ccccc2)cc1
    u, 9.8%, i, 5.6%, 1.4%, -5.2%, 2.7%, 1.0%
COC(=O)c1ccccc1NC(=O)CSc1nnc(C(CO)NC(=O)c2ccccc2Cl)n1C (stereo not drawn)
    0.6%, -3.3%, -5.0%, 1.8%, -6.4%, 5.2%, -11.8%, 2.4%
S=C(NCCc1ccccc1)N1CCn2cccc2C1c1ccncc1 (stereo not drawn)
    -10.3%, u, i, u, 1.3%, 6.9%, 5.6%, -8.0%
Cc1cccc(Oc2ccc(S(=O)(=O)N3CCCCC3)cc2N)c1
    -13.6%, 5.4%, -10.5%, -9.9%, -0.7%, 1.0%, 3.9%, 1.9%
CC1CCc2nn(CC(=O)N3CCCCCC3)cc2C1 (stereo not drawn)
    7.9%, 0.6%, -1.0%, 1.0%, -0.5%, -0.7%, -10.2%, 7.9%
COc1ccc(C(=O)OCn2nnc3ccccc3c2=O)cc1
    x, 2.0%, i, 6.9%, -1.8%, 7.0%, -4.4%, 5.9%
CCOc1ccc2nc(NC(=O)C(NS(=O)(=O)c3cccc4nsnc34)C(C)C)sc2c1 (stereo not drawn)
    -2.7%, -2.6%[15.4 µM], -13.9%, -9.5%, -2.7%, 10.0%, -7.1%, 7.9%
c1ccc(-c2csc3nnc(SCc4ccc5c(c4)OCO5)n23)cc1
    11.8%, -2.2%, -5.8%, -11.3%, -1.2%, 3.5%, -0.1%, 11.6%
Cc1nc(N2CCOCC2)c2cc(-c3ccccc3)sc2n1
    5.1%, -2.0%, -7.8%, -10.4%, -2.6%, 7.0%, -1.3%, 2.9%
C=CCSc1nnc2n(-c3ccccc3OC)c(=O)c3c4c(sc3n12)CCC4
    u, -14.4%, -16.0%, 7.9%, 0.7%, 14.2%, 0.2%, u
O=C(NCc1ccccc1)NC1CCS(=O)(=O)C1 (stereo not drawn)
    6.3%, 3.8%, i, 10.3%, -1.3%, 6.7%, 0.5%, 1.4%
O=C(N/N=C/c1coc2ccccc2c1=O)c1ccccc1Br
    0.7%, -2.0%, i, -4.1%, -1.0%, 8.8%, 3.2%, 0.5%
O=C(c1ccc(Cl)c([N+](=O)[O-])c1)N(c1ccccn1)c1ccccn1
    -1.8%, 4.5%, -5.7%, 0.9%, -2.2%[53 µM], -7.6%, 7.5%, 2.8%[53 µM]
Cc1nn(C)c(C)c1NC(=O)C12CC3CC(CC(C3)C1)C2
    3.4%, 0.0%, -8.0%, -1.2%, 2.3%, -5.7%, 1.4%, 10.0%
COc1ccc(-c2cc(C3CC3)nc3sc(C#N)c(N)c23)cc1
    94.9%[activator], -0.4%, i, -1.0%, -1.6%, -8.0%, -6.6%, -0.4%
CS(=O)(=O)c1nc(S(=O)(=O)c2ccc(Cl)cc2)c(NCc2ccccn2)s1
    x, u, i, 3.3%, -2.5%, 4.3%, -2.2%, -4.0%
O=C(O)/C=C\C(=O)Nc1ccc(N2CCN(c3cccc(Cl)c3)CC2)cc1
    -12.1%, 5.9%, -16.1%, -18.9%, 20.0%, 22.3%, -5.1%, -26.8%
COc1cc(NC(=O)Cn2cnc3ccccc3c2=O)c(OC)cc1Cl
    -1.5%, -2.1%, i, 23.1%, -1.1%, 9.1%, -2.3%, 3.5%
Cc1ccc(Cn2c(=O)sc3ccccc3c2=O)cc1
    15.7%, -7.5%, -5.8%, 4.0%, -0.2%, 1.8%, -10.5%, 2.7%
COC(=O)c1ccc(S(=O)(=O)N2CCC(C(N)=O)CC2)n1C
    x, x, 18.2%, 4.2%, -2.4%, -3.1%, 7.3%, 0.0%
CC(C)NC(=O)c1cc(-c2ccco2)nn1-c1ccc(Cl)cc1
    -18.1%, 7.9%, -14.7%, -0.3%, -2.4%, 2.5%, -3.4%, 2.8%
Cc1ccc(S(=O)(=O)N(C)CC(=O)N2CCN(C(=O)c3ccco3)CC2)cc1
    -14.7%, -3.4%, -7.9%, 4.9%, 1.0%, -1.6%, -4.0%, -2.9%
CCOC(=O)Cn1nc(C)cc1NC(=O)c1cccnc1
    x, 0.2%, -0.9%, 7.7%, -1.3%, -3.9%, -2.6%, -1.2%
c1ccc2c(c1)SCc1c-2[nH]c2ccccc12
    x, x, -11.5%, x, -3.4%, x, -2.4%, 5.2%
CC1CCc2cc(F)ccc2N1C(=O)CCl (stereo not drawn)
    3.1%, 2.3%, i, -0.8%, -2.4%, -1.7%, x, 2.4%
COCCn1c(=O)[nH]c2cc(C(=O)NCCN3CCN(c4ccccc4)CC3)ccc2c1=O
    3.5%, u, -5.0%, -20.0%, 0.3%, 2.4%, 1.8%, -12.1%
COc1ccc(-c2csc(NC(=O)C3CCCCN3S(=O)(=O)c3ccccc3)n2)cc1 (stereo not drawn)
    -14.8%, -2.0%, -13.9%, -6.5%, -2.7%, 15.9%, 4.5%, 3.5%
O=C(c1ccc(=O)oc1)N1CCN(c2ccc(F)cc2)CC1
    -1.9%, -4.9%, -1.1%, -0.2%, -4.1%, 11.1%, -6.0%, 0.5%

# Only part of the results is shown. The share of hits here may be higher or lower than overall.
